# Assay outcomes as filed in PubChem.
# proCasp7 act: procaspase-7 activators, primary screen, counter-screen for procaspase-3 activator project, biochemical, absorbance, HTS, human | Caspase-7 (Homo sapiens), P55210 | recombinant procaspase-7, Ac-DEVD-pNA absorbance 405 nm; D23A/D198A/D206A triple mutant, cannot self-cleave; scale: DMSO 0, 5 µM enzyme 100 | activation, % at 8.5 µM | 330,000 compounds, 0.093% hits | AID 463210, 2010;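 active = percent activation above the screen-wide mean plus 3 SD, cut at about 25% in these data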
#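 buffer or medium = Zinc-free HEPES/NaCl buffer, pH 7.4 | material = Procaspase-7 triple mutant (PC-7 D3A) | input = 2 µM procaspase-7 mutant as dispensed | signal = Epi-absorbance of released pNA at 405 nm, two timepoints | timing = 1 h preincubation, 2 h reaction | replicates = singlicate compound testing | evaluation = % activation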
# AHR act: AHR activators, primary screen, cell-based, luminescence, luciferase reporter, human; Aryl hydrocarbon receptor (Homo sapiens), P35869; AHR-responsive luciferase reporter cells; activation, % at 5 µM; 320,000 compounds, 2.5% hits; AID 2796, 2010; in the data active = activation above about 47%;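 also: 0% = vehicle wells and 100% = reference agonist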
# Target sequence (P35869 whole entry, looked up): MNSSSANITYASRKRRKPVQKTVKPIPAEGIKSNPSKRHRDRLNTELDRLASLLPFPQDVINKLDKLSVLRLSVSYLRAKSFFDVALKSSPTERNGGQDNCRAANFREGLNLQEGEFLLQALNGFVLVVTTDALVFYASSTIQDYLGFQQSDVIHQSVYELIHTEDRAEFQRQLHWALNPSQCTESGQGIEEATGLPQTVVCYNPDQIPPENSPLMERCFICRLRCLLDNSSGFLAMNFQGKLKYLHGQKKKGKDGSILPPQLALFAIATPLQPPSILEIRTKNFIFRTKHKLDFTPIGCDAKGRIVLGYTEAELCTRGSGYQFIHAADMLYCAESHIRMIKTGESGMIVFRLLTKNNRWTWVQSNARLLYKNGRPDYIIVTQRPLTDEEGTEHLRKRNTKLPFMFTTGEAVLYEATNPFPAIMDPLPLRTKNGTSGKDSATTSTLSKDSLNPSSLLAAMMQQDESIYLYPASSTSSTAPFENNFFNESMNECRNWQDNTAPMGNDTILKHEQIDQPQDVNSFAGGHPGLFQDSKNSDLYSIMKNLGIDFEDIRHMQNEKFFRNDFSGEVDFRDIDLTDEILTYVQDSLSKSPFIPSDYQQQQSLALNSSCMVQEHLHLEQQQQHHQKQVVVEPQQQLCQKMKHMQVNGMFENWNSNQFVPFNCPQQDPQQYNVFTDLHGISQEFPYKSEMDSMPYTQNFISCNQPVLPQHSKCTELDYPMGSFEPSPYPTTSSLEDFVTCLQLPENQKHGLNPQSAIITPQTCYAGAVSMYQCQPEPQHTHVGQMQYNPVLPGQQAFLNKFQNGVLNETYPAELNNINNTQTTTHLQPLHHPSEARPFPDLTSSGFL
# LAP4 TOR yeast: modulators of LAP4-GFP expression in yeast, primary screen, S. cerevisiae, multiplex flow cytometry, MLPCN library; 3 h; median GFP as percent of DMSO wells; GFP response vs DMSO, % at 10 µM; 320,000 compounds, 0.34% hits;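 active = GFP response vs DMSO above a set limit, about the screen mean plus 3 SD, cut at about 150% in these data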
# AGP1 TOR yeast: modulators of AGP1-GFP expression in yeast TOR pathway, primary screen, cell-based, multiplex flow cytometry, S. cerevisiae, MLPCN library; 3 h; GFP as percent of DMSO wells; GFP response vs DMSO, % at 10 µM; 320,000 compounds, 0.02% hits; AID 2066, 2009;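 active = GFP response relative to DMSO above a set limit, near screen average plus 3 SD, cut at about 150% in these data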;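 also: median GFP channel fluorescence of the gated AGP1 strain per well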
# procasp3 activ: activators of human procaspase-3 D3A mutant, primary screen, biochemical, absorbance, PC-3 D3A mutant, single concentration; recombinant procaspase-3 D3A, Ac-DEVD-pNA absorbance 405 nm; activation, % at 8.5 µM; 330,000 compounds, 0.11% hits; Caspase-3 (Homo sapiens), P42574;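 active = activation above the mean of all tested compounds plus 3 SD, cut at about 21% in these data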;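 also: 0% = DMSO alone and 100% = DMSO wells spiked with extra 5 µM PC-3 D3A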
# Target sequence (P42574 whole entry D9A/D28A/D175A): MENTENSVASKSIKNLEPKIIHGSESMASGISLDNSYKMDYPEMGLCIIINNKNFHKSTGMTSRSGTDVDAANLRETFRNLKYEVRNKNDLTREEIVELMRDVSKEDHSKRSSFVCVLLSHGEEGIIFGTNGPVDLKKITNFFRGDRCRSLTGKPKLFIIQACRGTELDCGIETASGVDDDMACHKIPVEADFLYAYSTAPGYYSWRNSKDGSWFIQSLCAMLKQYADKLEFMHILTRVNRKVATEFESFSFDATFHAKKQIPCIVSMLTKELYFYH
#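 assay system = Procaspase-3 D3A mutant | signal = absorbance at 405 nm, 0 and 120 min | times = 1 h preincubation plus 2 h reaction at 25 °C | repeats = single replicate | read-out = % activation between DMSO and enzyme-spiked controls | medium = Zinc-free HEPES saline buffer with Triton X-100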
# MEP2 TOR yeast: modulators of MEP2-GFP levels in yeast, primary screen, S. cerevisiae, multiplex flow cytometry, MLPCN library | S. cerevisiae MEP2-GFP strain, 3 h; 100% = DMSO control level | 330,000 compounds, 0.51% hits | GFP response vs DMSO, % at 10 µM;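 active = GFP response versus DMSO above a set limit, roughly screen mean plus 3 SD, cut at about 180% in these data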;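 also: median GFP fluorescence of the barcode-gated MEP2-GFP cells per well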
# CIT2-GFP yeast: modulators of CIT2-GFP expression in yeast, primary screen, S. cerevisiae, GFP fusion, multiplex flow cytometry, MLPCN library; AID 2029, 2009; S. cerevisiae CIT2-GFP strain, 3 h; 100 means same as DMSO wells; 320,000 compounds, 0.065% hits; GFP response vs DMSO, % at 10 µM;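 active = GFP response relative to DMSO above a set limit, near the screen mean plus 3 SD, cut at about 150% in these data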;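 also: ratio of well median GFP fluorescence to mean of DMSO wells on the plate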
# RPL19A-GFP yeast: RPL19A-GFP expression modulators in yeast, primary screen, cell-based, S. cerevisiae, multiplex flow cytometry, MLPCN | S. cerevisiae RPL19A-GFP strain, 3 h; hits give low values | percent response vs DMSO, % at 10 µM | 330,000 compounds, 0.3% hits | AID 2025, 2009;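 active = percent response vs DMSO below 50%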;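 also: median channel GFP fluorescence of the barcoded RPL19A-GFP strain; ratio of sample median GFP to plate DMSO average so 100% = DMSO; lower means less RPL19A-GFP as with rapamycin TOR inhibition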
# An asterisk follows results filed as active; · = not tested or not shown.
SMILES,proCasp7 act,AHR act,LAP4 TOR yeast,AGP1 TOR yeast,procasp3 activ,MEP2 TOR yeast,CIT2-GFP yeast,RPL19A-GFP yeast
Cc1nn(C(C)(C)C)c(OC(=O)CC(C)C)c1S(=O)(=O)c1ccccc1,-12,-1,101,107,-2,99,106,102
COc1cc(/C=N/NC(=O)C(Cc2c[nH]c3ccccc23)NC(=O)OCC(C)C)cc([N+](=O)[O-])c1O (configuration not stated),-12,3,91,98,-13,108,108,99
COc1cccc(NC(=O)COC(=O)CCCC2=NS(=O)(=O)c3ccccc3N2)c1,1,-1,102,99,5,103,102,100
O=C(CSc1nc(NS(=O)(=O)c2ccccc2)cc(=O)[nH]1)Nc1ccc(F)cc1,10,-2,101,99,2,100,96,98
COc1ccccc1Cn1c(=S)[nH]c2cc(C(=O)NCC3CCCO3)ccc2c1=O (configuration not stated),10,0,107,104,0,97,101,95
CCN(Cc1ccccc1)C(c1ccncc1)c1nnnn1C(C)(C)C (configuration not stated),0,-1,114,105,3,111,104,103
Cc1ccc2nc(NC(=O)CSCc3ccccc3)sc2c1,-6,10,112,107,-6,106,100,108
CCOC(=O)CC1COCCN1C(=O)CCc1nnc(-c2ccsc2)o1 (configuration not stated),2,2,93,107,3,106,109,106
COc1ccc(OC)c(-c2nn(-c3ccccc3)cc2C(=O)NCC2CCCO2)c1 (configuration not stated),7,3,95,116,-8,108,104,114
CCCCCCCCOC(=O)C[N+](C)(C)C/C=C(/C)Cl,-4,-2,95,105,1,103,103,107
CCSc1ncc(Cl)c(C(=O)Nc2ccccc2Cl)n1,9,-3,99,97,-4,112,115,106
O=C(O/N=C1\CCCc2ccccc21)c1ccc(F)cc1,0,-3,95,102,3,106,·,102
COc1cc(/C=C2\SC(=Nc3ccc(O)cc3)NC2=O)cc(OC)c1OC,11,1,99,103,1,113,113,100
CCP(=O)(c1cccc([N+](=O)[O-])c1)c1cccc([N+](=O)[O-])c1,3,-4,119,123,-4,108,111,101
COc1ccc(NC(=S)N2CCC(c3nc4ccccc4o3)CC2)c(OC)c1,-14,3,96,84,1,86,86,89
COc1ccc(-c2cnc(N)nc2-c2ccc(OCc3ccccc3)cc2O)cc1,8,5,94,97,-8,94,92,94
COc1ccccc1C(=O)Nc1ccc(Oc2nnc(-c3ccc(C)cc3)c3ccccc23)cc1,11,-2,118,110,-2,115,95,108
CC(=O)Nc1ccc(S(=O)(=O)C(C#N)c2nc3ccccc3nc2NCCCO)cc1 (configuration not stated),-1,4,93,94,-4,105,93,97
COc1cc(/C=C2\C=CC(=O)O2)cc(OC)c1,-9,-1,96,94,-11,103,96,99
CC1(C)CC(=O)C(C=NCCN2CCN(C(=O)c3ccccc3)CC2)=C(O)C1,3,-1,98,99,-6,97,99,98

# An excerpt taken from the entries so far, as a working copy:
SMILES,proCasp7 act,AHR act,LAP4 TOR yeast,AGP1 TOR yeast,procasp3 activ,MEP2 TOR yeast,CIT2-GFP yeast,RPL19A-GFP yeast
COc1ccc(NC(=S)N2CCC(c3nc4ccccc4o3)CC2)c(OC)c1,-14,3,96,84,1,86,86,89
COc1ccc(-c2cnc(N)nc2-c2ccc(OCc3ccccc3)cc2O)cc1,8,5,94,97,-8,94,92,94
COc1ccccc1C(=O)Nc1ccc(Oc2nnc(-c3ccc(C)cc3)c3ccccc23)cc1,11,-2,118,110,-2,115,95,108
CC(=O)Nc1ccc(S(=O)(=O)C(C#N)c2nc3ccccc3nc2NCCCO)cc1 (configuration not stated),-1,4,93,94,-4,105,93,97
COc1cc(/C=C2\C=CC(=O)O2)cc(OC)c1,-9,-1,96,94,-11,103,96,99

# 2 compounds from above, reduced to RPL19A-GFP yeast:
structure	RPL19A-GFP yeast
COc1ccc(OC)c(-c2nn(-c3ccccc3)cc2C(=O)NCC2CCCO2)c1 (configuration not stated)	114
CCCCCCCCOC(=O)C[N+](C)(C)C/C=C(/C)Cl	107

# (list continues)
SMILES,proCasp7 act,AHR act,LAP4 TOR yeast,AGP1 TOR yeast,procasp3 activ,MEP2 TOR yeast,CIT2-GFP yeast,RPL19A-GFP yeast
Cc1cc(NC(=O)CSc2sc3c(O)cc(=O)[nH]c3c2C#N)ccc1Br,-35,28,92,100,-31,102,99,103
O=C1Nc2ccc(F)cc2C12OCCO2,10,3,99,98,1,101,95,99
COc1ccccc1CC(=O)Nc1cc(OC)c(NC(=O)c2ccccc2)cc1OC,-2,19,94,90,-16,105,93,99
COc1ccc(C(=O)OCC(=O)Nc2c(C)cccc2C)c(OC)c1OC,-1,0,102,102,6,108,95,102
COC(=O)c1ccc(N2C(=O)C3CC(C)=C(C)CC3C2=O)cc1 (configuration not stated),6,0,86,92,5,101,102,97
Cc1csc(NC(=O)C2CCCC2)n1,0,17,107,101,3,107,100,103
CCOc1ccccc1NC(=O)c1csc(C)c1C,-3,71*,101,84,5,98,107,101
C=CCn1c(SCC(=O)NC2CCCC2)nc2scc(-c3ccco3)c2c1=O,-1,-2,95,108,11,115,103,108
CC(=O)Nc1ccccc1OC(C)C(=O)NC(C)c1ccc(F)cc1 (configuration not stated),-4,7,79,102,-1,108,97,94
O=C(CSc1nnc(Cc2cccs2)n1Cc1ccco1)Nc1ccc(Cl)cc1Cl,-3,-1,101,93,1,95,83,94
COc1ccc(CCN2C(=NC(=O)CCC(=O)O)SC3CS(=O)(=O)CC32)cc1OC (configuration not stated),-5,8,97,74,1,89,120,99
Cn1c(Cc2ccccc2)nnc1SCC(=O)N1CCCCC1,-3,-2,86,95,-1,111,95,89
CCCCOP(=O)(c1ccc(N(C)C)cc1)C(O)c1cc(OC)ccc1OC (configuration not stated),4,2,87,96,5,103,99,105
CSc1ncc(Cl)c(C(=O)C(C#N)c2nc3c(C)cc(C)cc3c(=O)[nH]2)n1 (configuration not stated),-3,2,110,87,-6,110,99,102
CCOc1ccc(NC(=O)CSc2ccc(-c3cccnc3)nn2)cc1,11,25,96,97,4,95,92,98
Cc1nc(-c2ccccc2)sc1C(=O)Nc1ccc(S(N)(=O)=O)cc1,4,0,95,92,6,110,96,100
COc1ccccc1OCCCCNC(C)(C)C,8,1,101,108,26*,105,103,98
CCCNCc1nnc(-c2ccccc2Cl)o1,10,-2,94,96,-8,124,121,107
COc1cc(C(=O)NS(=O)(=O)c2ccccc2C)ccc1Cc1cn(C)c2ccc(NC(=O)OC3CCCC3)cc12,-1,6,110,94,2,101,91,102
c1ccc(CCn2nnnc2CN2CCN(C3CCCC3)CC2)cc1,-10,2,90,94,-6,95,93,94
CN(C)CCN(Cc1ccccc1)S(=O)(=O)c1ccc(-c2ccc(=O)[nH]n2)s1,1,-1,87,97,0,85,96,96
COc1ccc(N2CC(C(=O)NC3CCSC3=O)CC2=O)cc1 (configuration not stated),3,0,91,92,-1,96,103,95
CCc1ccc(/C=C2/C(=O)N(C)C(=S)N2CC(=O)OC)s1,-8,0,105,89,-10,97,84,90
OC1CCN(Cc2cccc(Oc3ccccc3)c2)CC1,8,-3,99,104,4,103,96,101
O=C(CSc1nccn1-c1ccccc1)NCc1ccc2c(c1)OCO2,14,7,106,111,-5,97,103,99
c1ccc(CN2CCC(Nc3ncnc4sccc34)CC2)cc1,1,1,105,104,-6,100,100,102
COCCCNC(=O)CCc1nc(-c2ccccc2)no1,0,5,101,106,3,99,112,101
CCC(=O)Nc1cc(C(=O)OCC(=O)c2ccccc2Cl)ccc1C,5,2,94,101,-10,102,96,104
CC1(C)C(C=C(Cl)Cl)C1C(=O)N1CCN(Cc2ccccc2)CC1 (configuration not stated),6,0,105,104,8,95,100,95
CCOC(=O)N1CCC(NC(=O)C2CCCN(C(=O)c3cc4sccc4n3C)C2)CC1 (configuration not stated),-5,0,113,100,5,99,95,96
CCOC(=O)c1cc(-c2ccccc2)sc1NC(=O)CSc1nnnn1C,-6,4,96,100,3,99,96,98
CCN(CC)CCCN1C=C2C(=O)C(C)(OC(=O)C3CCCC3)C(=O)C(c3ccccc3)=C2C=C1CCCC(=O)OC (configuration not stated),3,0,95,103,-3,103,94,100
CSc1ccccc1NC(=O)CN(C)C(C)C(=O)NC(=O)NC1CCCCC1 (configuration not stated),4,2,97,98,0,95,92,98
COc1ccccc1CN1C(=O)CCC1(C)C(=O)NCc1cccnc1 (configuration not stated),-1,0,98,99,3,96,·,100
Cc1ccc(C(=O)NCC2CCCO2)cc1S(=O)(=O)N1CCCCC1 (configuration not stated),-5,3,79,94,-10,101,·,111
O=C(CN1CCC(n2nnc3ccccc32)CC1)NCc1cccs1,0,0,101,99,1,94,101,101
O=C(Oc1ccccc1C(=O)Oc1ccccc1)c1cccnc1,2,2,102,96,0,100,92,101
Cc1cc(NC2CCCCC2)nc(N2CCOCC2)n1,-3,4,99,98,6,103,92,95
CCS(=O)(=O)c1cc([N+](=O)[O-])c(Sc2ccccc2N)s1,-36,28,100,104,-38,103,104,102
O=S(=O)(NCCc1ccccn1)c1cccs1,1,5,91,96,8,101,100,96
CN1C(=O)/C(=C/c2ccco2)SC1=Nc1ccc(N2CCOCC2)cc1,-6,17,89,93,-6,105,95,103
COc1ccc(-c2ccnc3nc(N4CCN(c5ccccc5)CC4)nn23)cc1,0,2,103,95,1,103,104,93
CCSc1nc2sc3c(c2c(=O)n1-c1ccccc1C)CCN(C)C3,-3,-1,108,103,3,97,92,95
CCOC(=O)C1=C(CCc2ccccc2)NC(=O)NC1c1cccc([N+](=O)[O-])c1 (configuration not stated),-7,-5,96,103,8,94,102,98
O=C(CNCC(=O)Nc1ccc(F)c(F)c1F)Nc1ccc(F)c(F)c1F,6,0,88,90,0,95,96,100
CCC(O)CNc1nc(-n2nc(C)cc2C)nc2sc3c(c12)CC(C)(C)OC3 (configuration not stated),2,9,99,97,1,101,98,94
Cc1ccc(C(=O)NNC(=O)c2csc(N3CCOCC3)n2)o1,4,6,104,104,5,102,99,94
CC(=O)c1c(C)[nH]c(C(=O)C(C)Sc2nnc(NC3CC3)s2)c1C (configuration not stated),8,7,101,93,2,99,99,98
Cc1cc(NC(=O)c2cccc(S(=O)(=O)N3c4ccccc4CC3C)c2)no1 (configuration not stated),-2,11,101,105,4,107,103,105
CCn1c(CNC(C)=O)nnc1SCC(=O)c1ccc(Br)cc1,14,0,97,102,1,104,101,99
O=c1c(-c2ccc(O)cc2)coc2c([C@@H]3O[C@H](CO)[C@@H](O)[C@H](O)[C@H]3O)c(O)ccc12,4,1,93,96,-2,93,97,94
CCCCN(CC)C(=O)C1CCC(CNS(=O)(=O)c2cccc3nsnc23)CC1 (configuration not stated),1,3,88,97,0,101,99,96
CN(C1CCCCC1)S(=O)(=O)c1ccc(C(=O)O)cc1,8,-1,104,91,-6,98,85,91
CCO[C@H]1OC(C(=O)N2CCN(Cc3ccc4c(c3)OCO4)CC2)=C[C@@H](C(C)(C)C)[C@@H]1CCCO,6,1,110,101,6,99,97,110
O=c1onc(-c2ccc(Cl)cc2Cl)n1-c1cccnc1,-4,-2,106,104,0,104,99,100
